CAL PDZ FP-1 = human CAL PDZ-peptide interaction inhibition | Q9HD26 | purified CAL PDZ, TMR-peptide fluorescence polarization, 1 h | inhibition, % at 20 µM | actives 0.02% (n = 330,000) | AID 504414;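 active = highest replicate inhibition of at least 40%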;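 also: plate controls were DMSO neutral control wells for no effect and unlabeled competitor peptide control wells for full effect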
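Control set: unlabelled peptide and DMSO controls / Material: purified CerCALP PDZ construct / Timing: 1 h incubation at room temperature before polarization reading / Doses: 20 µM, one dose / Detection: fluorescence polarization (mP)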
SR-BI uptake up = activators of SR-BI mediated HDL lipid uptake. AID 504775. actives 0.096% (n = 320,000). activation, % at 12.5 µM. CHO ldlA[mSR-BI] cells, DiI-HDL uptake fluorescence, 3 h; 100 = double the neutral-control signal;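 active = mean replicate activation of at least 60% and every replicate at or above 60%; inconclusive = mean or all-replicate condition met, but not both; inactive = mean below 60% and not all replicates reaching 60%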;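 also: 0% = median plate neutral-control signal and 100% = twice that signal; values of inactives mirror those of a sister screen read the other way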
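Material: SR-BI-overexpressing, LDLR-lacking CHO cells; schedule: compound exposure 3 h, 37 °C; reagent: DiI-labelled HDL at 10 µg/mL final; technique: bottom-read fluorescence, 550/595 nm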
MITF TRPM1 HTS = MITF TRPM1 promoter activation in melanoma cells. SK-MEL-5 TRPM1-promoter luciferase, 24 h; % of positive control, neutral wells = 0. activation, % at 12.5 µM. actives 0.75% (n = 300,000). AID 588334;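 active = mean activation of at least 80% with every replicate also reaching 80%; inconclusive = mean reaches 80% but some replicate falls short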;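 also: 0% = neutral control wells and 100% = parthenolide positive control wells; values of inactives mirror those of a sister screen read the other way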
PfHsp90 yeast 2 = growth inhibition of yeast expressing Plasmodium Hsp90. actives 0.32% (n = 310,000). S. cerevisiae expressing PfHsp90, BacTiter-Glo ATP, 48 h; yeast lacking PDR1 and PDR3 efflux regulators. inhibition, % at 9.4 µM;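 active = every replicate shows inhibition above about 80%, whatever the replicate mean, limit read from the data; inconclusive = mean inhibition reaches the set limit but some replicate falls short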;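 also: 0% = DMSO neutral controls and 100% = 20 µM radicicol positive controls; yeast relying on Plasmodium falciparum Hsp90 in place of its own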
NSD2 HMT inh = blocks human histone methyltransferase NSD2; inhibition, % at 12.5 µM; O96028; AID 743445; actives 0.54% (n = 310,000); NSD2 peptide methylation, AlphaScreen, 120 min; in the data active = inhibition above about 50%
PvdQ inh = blocks Pseudomonas aeruginosa PvdQ acylase activity; purified PvdQ acylase, fluorescence plate reader; inhibition, % at 10 µM; actives 0.063% (n = 340,000); AID 488965; in the data active = inhibition above about 30%, passing the limit was not always enough; inconclusive = no clear call, values can overlap the other calls;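 also: 0% = vehicle neutral wells and 100% = reference inhibitor wells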
CAL PDZ FP-2 = CAL PDZ (human) peptide binding inhibition. purified CAL PDZ, TMR-peptide fluorescence polarization, 1 h. inhibition, % at 24.9 µM. AID 602252. actives 0.92% (n = 300,000). Q9HD26;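 active = mean inhibition of at least 30% with at least half of replicates also reaching 30%; inconclusive = no clear call, values can overlap the other calls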;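 also: 0% = DMSO neutral control and 100% = excess unlabeled competitor peptide PRC23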
dFosB act = activators of mouse delta FosB homodimer | actives 0.99% (n = 340,000) | purified delta FosB, TAMRA-CDK5 oligo fluorescence polarization; percent of positive-control signal above neutral wells | AID 493131 | activation, % at 25 µM | P13346;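 active = mean activation above about 17%, with every replicate also reaching it, limit read from the data, passing the limit was not always enough; inconclusive = only one of the two conditions met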;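 also: fluorescence polarization rise as delta FosB binds a TAMRA Cdk5 AP-1 oligo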
Target sequence (P13346 whole entry, looked up): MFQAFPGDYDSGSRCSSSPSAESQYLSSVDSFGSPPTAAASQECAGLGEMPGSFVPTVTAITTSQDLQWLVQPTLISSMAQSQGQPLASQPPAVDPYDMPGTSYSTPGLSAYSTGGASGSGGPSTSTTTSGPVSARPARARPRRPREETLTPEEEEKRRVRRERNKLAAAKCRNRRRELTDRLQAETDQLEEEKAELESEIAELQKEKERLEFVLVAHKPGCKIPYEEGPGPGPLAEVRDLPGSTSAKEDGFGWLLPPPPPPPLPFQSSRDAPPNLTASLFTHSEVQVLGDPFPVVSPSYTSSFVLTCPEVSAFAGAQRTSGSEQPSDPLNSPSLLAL
SR-BI HDL uptake = mouse SR-BI HDL lipid transfer inhibition; Q61009; ldlA[mSR-BI] CHO cells, DiI-HDL uptake fluorescence, 3 h; inhibition, % at 12.5 µM; actives 0.96% (n = 320,000); AID 488896;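 active = mean replicate inhibition of at least 70% and a set share of replicates each scoring 70 or more; inconclusive = meets just one of the two criteria; inactive = fails both criteria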;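 also: 0% = median of neutral control wells and 100% = median of positive control wells; values of inactives mirror those of a sister screen read the other way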
Rtt109 Vps75 = C. albicans Rtt109 histone acetyltransferase inhibition. Q5AAJ8. purified Rtt109/Vps75, ThioGlo CoA-SH fluorescence, 4 h. inhibition, % at 34.9 µM. actives 0.16% (n = 330,000). AID 540336;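 active = inhibition of at least 50% in every replicate; inconclusive = best replicate reaches 50% inhibition but some replicates fall short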
Target sequence (Q5AAJ8 whole entry, looked up): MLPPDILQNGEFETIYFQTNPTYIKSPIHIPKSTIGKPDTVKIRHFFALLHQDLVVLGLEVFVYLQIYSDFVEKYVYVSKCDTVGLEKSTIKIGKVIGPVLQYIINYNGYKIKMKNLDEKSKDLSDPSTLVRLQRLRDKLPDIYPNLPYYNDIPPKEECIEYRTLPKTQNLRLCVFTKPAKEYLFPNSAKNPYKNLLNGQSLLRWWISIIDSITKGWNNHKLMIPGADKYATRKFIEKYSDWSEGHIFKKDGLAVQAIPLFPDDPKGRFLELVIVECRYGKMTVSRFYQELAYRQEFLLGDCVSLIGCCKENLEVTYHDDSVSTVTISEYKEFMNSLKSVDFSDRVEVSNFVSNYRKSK
Active calls of the source: *.

Results for Cc1ccc(-c2cnc(NC(=O)c3cccc(Br)c3)s2)c(C)c1 ?
CAL PDZ FP-1: 0.5; SR-BI uptake up: -29; MITF TRPM1 HTS: 8; PfHsp90 yeast 2: -5; NSD2 HMT inh: 2; PvdQ inh: 4; CAL PDZ FP-2: 8; dFosB act: 2; SR-BI HDL uptake: 29; Rtt109 Vps75: -2

How did Cc1ccc(C)c(C(C)NC(=O)c2ccncc2)c1 (configuration not stated) do in these assays?
CAL PDZ FP-1: -15; SR-BI uptake up: 8; MITF TRPM1 HTS: 3; PfHsp90 yeast 2: 11; NSD2 HMT inh: -1; PvdQ inh: -9; CAL PDZ FP-2: -3; dFosB act: 2; SR-BI HDL uptake: -8; Rtt109 Vps75: 9

Results for CC1Cc2ccccc2N1C(=O)c1ccc(F)c(S(=O)(=O)N2CCOCC2)c1 (configuration not stated) ?
CAL PDZ FP-1: -0.8; SR-BI uptake up: -19; MITF TRPM1 HTS: 5; PfHsp90 yeast 2: 7; NSD2 HMT inh: -3; PvdQ inh: 8; CAL PDZ FP-2: 0; dFosB act: -10; SR-BI HDL uptake: 19; Rtt109 Vps75: 2

Results for Cc1cc(C)cc(NC(=O)CSc2nc(N)c(NC(=O)c3cccs3)c(=O)[nH]2)c1 ?
CAL PDZ FP-1: -0.7; SR-BI uptake up: 21; MITF TRPM1 HTS: 3; PfHsp90 yeast 2: -17; PvdQ inh: -10; dFosB act: 31*; SR-BI HDL uptake: -21; Rtt109 Vps75: -9

What do the screens show for `COc1ccc(CN2CCCC(CO)(Cc3ccc(F)cc3)C2)cc1C` (configuration not stated)?
CAL PDZ FP-1: 0.6; SR-BI uptake up: -3; PfHsp90 yeast 2: 1; NSD2 HMT inh: 0; PvdQ inh: -3; CAL PDZ FP-2: -3; dFosB act: -7; SR-BI HDL uptake: 3; Rtt109 Vps75: 40

Results for N/C(=N\N=C\c1cccs1)SC1CC(=O)N(c2ccc(Br)cc2)C1=O (configuration not stated) ?
CAL PDZ FP-1: -0.1; SR-BI uptake up: -28; MITF TRPM1 HTS: 0; PfHsp90 yeast 2: -8; NSD2 HMT inh: 0; PvdQ inh: 5; CAL PDZ FP-2: -2; dFosB act: inconclusive; SR-BI HDL uptake: 28; Rtt109 Vps75: 22

How did Cc1n[nH]c(=S)n(/N=C/c2cccc([N+](=O)[O-])c2)c1=O do in these assays?
CAL PDZ FP-1: -0.3; SR-BI uptake up: 4; MITF TRPM1 HTS: -1; PfHsp90 yeast 2: 16; NSD2 HMT inh: -1; PvdQ inh: -14; CAL PDZ FP-2: -6; dFosB act: 1; SR-BI HDL uptake: -4; Rtt109 Vps75: 3

What do the screens show for `O=C(Nc1cccc(C(=O)O)c1)/C(=C\c1ccco1)NC(=O)c1ccccc1Cl`?
CAL PDZ FP-1: -2.1; SR-BI uptake up: -17; MITF TRPM1 HTS: -4; PfHsp90 yeast 2: 62; NSD2 HMT inh: 2; PvdQ inh: -3; CAL PDZ FP-2: -1; dFosB act: -13; SR-BI HDL uptake: 17; Rtt109 Vps75: 4

Results for Cc1nn(C)c(Nc2ccc(Br)cc2)c1Br ?
CAL PDZ FP-1: -2.6; SR-BI uptake up: -20; MITF TRPM1 HTS: -26; PfHsp90 yeast 2: 6; NSD2 HMT inh: -5; PvdQ inh: -5; CAL PDZ FP-2: -4; dFosB act: -3; SR-BI HDL uptake: 20; Rtt109 Vps75: 3

What do the screens show for `CC(/C=C/c1ccccc1F)=N\NC(=O)C(C)C`?
CAL PDZ FP-1: -0.2; SR-BI uptake up: 10; MITF TRPM1 HTS: 54; PfHsp90 yeast 2: -20; NSD2 HMT inh: 1; PvdQ inh: -11; CAL PDZ FP-2: -2; dFosB act: -2; SR-BI HDL uptake: -10; Rtt109 Vps75: 4

How did Cc1onc(-c2ccccc2)c1C(=O)Nc1ccon1 do in these assays?
CAL PDZ FP-1: 0.3; SR-BI uptake up: 14; MITF TRPM1 HTS: 0; PfHsp90 yeast 2: -17; NSD2 HMT inh: 0; PvdQ inh: -3; CAL PDZ FP-2: 1; dFosB act: 11; SR-BI HDL uptake: -14; Rtt109 Vps75: 2

What do the screens show for `O=C(COc1ccccc1F)Nc1ccccc1C(=O)NC1CC1`?
CAL PDZ FP-1: -2.3; SR-BI uptake up: -14; MITF TRPM1 HTS: -9; PfHsp90 yeast 2: 2; NSD2 HMT inh: -5; PvdQ inh: -11; CAL PDZ FP-2: -2; dFosB act: 2; SR-BI HDL uptake: 14; Rtt109 Vps75: 3

What do the screens show for `CCOC(=O)c1nnn(-c2ccc([N+](=O)[O-])cc2[N+](=O)[O-])c1C`?
CAL PDZ FP-1: -0.1; SR-BI uptake up: 19; MITF TRPM1 HTS: -77; PfHsp90 yeast 2: 12; PvdQ inh: -7; dFosB act: 4; SR-BI HDL uptake: -19; Rtt109 Vps75: -3

What do the screens show for `CCOC(=O)CC1=C(C(=O)OCC)C(c2cccs2)C(C#N)=C(N)O1` (configuration not stated)?
CAL PDZ FP-1: 1.0; SR-BI uptake up: 22; MITF TRPM1 HTS: -1; PfHsp90 yeast 2: 8; NSD2 HMT inh: 5; PvdQ inh: 2; CAL PDZ FP-2: -5; dFosB act: -5; SR-BI HDL uptake: -22; Rtt109 Vps75: -3

What do the screens show for `CCc1ccc(NC(=O)CSc2nc3[nH]ncc3c(=O)[nH]2)cc1`?
CAL PDZ FP-1: -3.1; SR-BI uptake up: 23; MITF TRPM1 HTS: -2; NSD2 HMT inh: 11; PvdQ inh: -17; CAL PDZ FP-2: -7; dFosB act: 16; SR-BI HDL uptake: -23; Rtt109 Vps75: -1

What do the screens show for `Cc1cc(C)c(CN2CCC(n3nccc3NC(=O)C3CCOC3)CC2)cc1C` (configuration not stated)?
CAL PDZ FP-1: -2.2; SR-BI uptake up: 17; MITF TRPM1 HTS: 0; PfHsp90 yeast 2: 4; PvdQ inh: 5; CAL PDZ FP-2: -3; dFosB act: -4; SR-BI HDL uptake: -17; Rtt109 Vps75: -3

Results for O=C(N(Cc1ccccc1)c1ccccn1)C12CC3CC(CC(C3)C1)C2 ?
CAL PDZ FP-1: -2.6; SR-BI uptake up: 11; NSD2 HMT inh: -6; PvdQ inh: 0; CAL PDZ FP-2: -2; dFosB act: 1; SR-BI HDL uptake: -11; Rtt109 Vps75: 11

Results for O=S(=O)(Nc1ccc(O)c(Sc2nc3ccccc3s2)c1)c1ccc(Cl)cc1 ?
CAL PDZ FP-1: -1.4; SR-BI uptake up: 18; MITF TRPM1 HTS: -5; PfHsp90 yeast 2: -65; NSD2 HMT inh: 2; PvdQ inh: 3; CAL PDZ FP-2: -4; dFosB act: -7; SR-BI HDL uptake: -18

What do the screens show for `O=C(CSc1nnnn1-c1ccc2c(c1)OCCO2)c1cccc2c1OCCO2`?
CAL PDZ FP-1: -2.0; SR-BI uptake up: -4; MITF TRPM1 HTS: 22; PfHsp90 yeast 2: -14; NSD2 HMT inh: 0; PvdQ inh: -8; CAL PDZ FP-2: -3; dFosB act: -3; SR-BI HDL uptake: 4; Rtt109 Vps75: -6

Results for CCC(=O)c1cn(CC(=O)O)c2ccccc12 ?
CAL PDZ FP-1: -2.4; SR-BI uptake up: 3; MITF TRPM1 HTS: 2; PfHsp90 yeast 2: -2; NSD2 HMT inh: 1; PvdQ inh: 8; CAL PDZ FP-2: -2; dFosB act: -11; SR-BI HDL uptake: -3; Rtt109 Vps75: 10

Results for CCc1ccccc1N(CC(=O)NCc1ccco1)C(=O)CCC(=O)Nc1ccccn1 ?
CAL PDZ FP-1: -3.5; SR-BI uptake up: -8; MITF TRPM1 HTS: 3; PfHsp90 yeast 2: 14; NSD2 HMT inh: 4; PvdQ inh: -13; CAL PDZ FP-2: -1; dFosB act: -16; SR-BI HDL uptake: 8; Rtt109 Vps75: 2

How did Cc1noc(-c2ccccc2OC(=O)c2ccccc2)n1 do in these assays?
CAL PDZ FP-1: -1.0; SR-BI uptake up: 12; MITF TRPM1 HTS: -1; PfHsp90 yeast 2: -4; NSD2 HMT inh: -2; PvdQ inh: -10; CAL PDZ FP-2: 0; dFosB act: 0; SR-BI HDL uptake: -12; Rtt109 Vps75: -2

What do the screens show for `CS(=O)(=O)N(CC(=O)Nc1ccccc1Sc1ccccc1)c1cccc(Br)c1`?
CAL PDZ FP-1: 0.2; SR-BI uptake up: 21; MITF TRPM1 HTS: -2; PfHsp90 yeast 2: -27; NSD2 HMT inh: 3; PvdQ inh: 4; CAL PDZ FP-2: -2; dFosB act: -7; SR-BI HDL uptake: -21; Rtt109 Vps75: -12

How did COc1ccc(CC(=O)NNC(=O)COc2ccc(Cl)cc2C)cc1S(=O)(=O)N1CCOCC1 do in these assays?
CAL PDZ FP-1: -0.1; SR-BI uptake up: -37; MITF TRPM1 HTS: -11; PfHsp90 yeast 2: -18; NSD2 HMT inh: 11; PvdQ inh: -2; CAL PDZ FP-2: -4; dFosB act: -6; SR-BI HDL uptake: 37; Rtt109 Vps75: 9

How did Cc1cc(C(=O)N/N=C2\CC(=O)CC(C)(C)C2)c(C)n1-c1ccc(F)cc1 do in these assays?
CAL PDZ FP-1: 0.4; SR-BI uptake up: -3; MITF TRPM1 HTS: 3; PfHsp90 yeast 2: -2; NSD2 HMT inh: 0; PvdQ inh: 8; CAL PDZ FP-2: -2; dFosB act: 1; SR-BI HDL uptake: 3; Rtt109 Vps75: 6

How did CC(c1cccs1)N(Cc1ccco1)C(=S)Nc1ccc(F)c(Cl)c1 (configuration not stated) do in these assays?
CAL PDZ FP-1: -1.4; SR-BI uptake up: 21; MITF TRPM1 HTS: -1; PfHsp90 yeast 2: -10; NSD2 HMT inh: 2; PvdQ inh: 10; CAL PDZ FP-2: 1; dFosB act: -1; SR-BI HDL uptake: -21; Rtt109 Vps75: 4

What do the screens show for `O=C(CCCN1C(=O)/C(=C/c2cccs2)SC1=S)Nc1cc([N+](=O)[O-])ccc1O`?
CAL PDZ FP-1: -0.3; SR-BI uptake up: 20; MITF TRPM1 HTS: -3; PfHsp90 yeast 2: 10; PvdQ inh: -5; dFosB act: 3; SR-BI HDL uptake: -20; Rtt109 Vps75: 2

What do the screens show for `O=C(Nn1c(-c2ccncc2)nc2ccccc2c1=O)c1ccc(Br)cc1`?
CAL PDZ FP-1: -0.6; SR-BI uptake up: 23; MITF TRPM1 HTS: 8; PfHsp90 yeast 2: 16; NSD2 HMT inh: 0; PvdQ inh: 3; CAL PDZ FP-2: 2; dFosB act: -1; SR-BI HDL uptake: -23; Rtt109 Vps75: 7
